Bioassay records from PubChem BioAssay.
FN deposition inh = fibronectin deposition inhibition | inhibition, % at 12.6 µM | AID 743247 | 350,000 tested, 0.086% active | AH1F fibroblasts, Alexa488-fibronectin deposition fluorescence, overnight;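 active = mean inhibition across replicates of 30% or more, regardless of how many single replicates reach that level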;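 note: positive control wells lacked labelled fibronectin entirely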
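Material: AH1F fibroblast monolayer depositing Alexa488-labelled fibronectin into matrix / Amount: 10000 AH1F cells per well / Signal: fluorescence 485/525 nm / Medium: DMEM, 2% serum / Compound: single dose, pinned / Incubation: 1 h cell adhesion before compound, then overnight fibronectin incubation / Reagent: Alexa488-FN, 24 nM final / Read-out: inhibition of fibronectin deposition signal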
SIRT5 block = sirtuin-5 (human) deacylase inhibition; Purified SirT5, succinyl-peptide AMC, trypsin-coupled fluorescence; Q9NXA8; inhibition, % at 15 µM; 330,000 tested, 1.1% active; in the data active = inhibition above about 15%
Target sequence (Q9NXA8 whole entry, looked up): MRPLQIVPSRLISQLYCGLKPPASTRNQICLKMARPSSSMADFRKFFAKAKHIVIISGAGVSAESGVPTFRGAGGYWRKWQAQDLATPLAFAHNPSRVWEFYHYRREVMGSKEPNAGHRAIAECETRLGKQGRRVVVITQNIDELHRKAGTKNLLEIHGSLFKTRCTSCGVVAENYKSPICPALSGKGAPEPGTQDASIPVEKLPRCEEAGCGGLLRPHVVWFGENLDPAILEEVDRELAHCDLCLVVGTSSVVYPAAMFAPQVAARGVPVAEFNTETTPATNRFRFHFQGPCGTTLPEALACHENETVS
S100A4 MyoIIA = S100A4-myosin IIA interaction inhibition | inhibition, % at 10.7 µM | P26447 | S100A4/TAMRA-MyoIIA peptide fluorescence polarization | 360,000 tested, 0.14% active;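 active = mean inhibition of at least 70% across replicates, with every replicate also reaching that level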
Target sequence (P26447 whole entry, looked up): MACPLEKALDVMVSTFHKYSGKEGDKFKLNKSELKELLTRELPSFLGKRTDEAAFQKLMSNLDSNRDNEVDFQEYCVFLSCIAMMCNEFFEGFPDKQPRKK
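Test system: S100A4 monomer protein. Medium: HEPES buffer with Ca2+, pH 7.2. Reagent: fluorescent myosin IIA peptide, 5 nM. Compound dosing: single-point compound testing. Timing: 5 min between mix addition and reading. Benchmarks: DMSO neutral and TFP positive wells.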
Statin myotox sup = protects C2C12 myotubes from simvastatin toxicity. 330,000 tested, 0.78% active. ATP luminescence, 48 h; scaled: DMSO 0, geranylgeraniol control 100. AID 602340. rescue of ATP level, % at 7.49 µM;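 active = mean ATP rescue above about 67%, or every replicate alone reaching that limit, limit read from the data, passing the limit was not always enough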;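 note: myotubes were challenged with 10 µM simvastatin during compound exposure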
esBAF inh = blocks esBAF chromatin remodeling in mouse ES cells. Bmi1-luciferase knock-in reporter, 24 h; 100% = twice the neutral-well signal. 350,000 tested, 2% active. reporter increase, % at 12.5 µM; in the data active = activation above about 40%;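 note: 0% = median of the plate's neutral control wells and 100% = double that signal; a rise in the Bmi1 reporter signal indicates esBAF inhibition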
Casp6 inh = blocks human caspase-6 cleavage activity; inhibition, % at 12.5 µM; purified caspase-6, Z-VEID-R110 cleavage fluorescence; AID 686996; 350,000 tested, 0.53% active;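 active = mean inhibition across replicates at least about 35%, with every replicate also reaching that limit, limit read from the data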;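 note: 0% = median of neutral control wells and 100% = no fluorescence left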
Target sequence (P55212 24-179 limits assumed): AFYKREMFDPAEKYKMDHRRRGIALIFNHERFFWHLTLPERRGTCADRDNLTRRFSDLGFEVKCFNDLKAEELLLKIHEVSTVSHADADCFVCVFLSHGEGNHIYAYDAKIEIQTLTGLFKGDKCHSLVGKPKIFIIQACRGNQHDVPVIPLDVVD
Target sequence (P55212 194-293 limits assumed): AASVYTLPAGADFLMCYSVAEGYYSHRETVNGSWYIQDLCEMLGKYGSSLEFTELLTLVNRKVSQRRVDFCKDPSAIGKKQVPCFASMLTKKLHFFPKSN
LGR2 antag = blocks bursicon-induced cAMP signaling via Drosophila LGR2. inhibition, % at 9.99 µM. AID 720647. 380,000 tested, 0.35% active. HEK293 LGR2, CRE-luciferase, bursicon-stimulated, 4 h;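 active = drop in luminescence signal, shown as inhibition above about 50% in the replicate tests, limit read from the data, passing the limit was not always enough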;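 note: agonist challenge used bursicon conditioned medium at about half maximal strength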
The depositor's hits bear a star; x = not tested or not shown; & = joins results of further samples. A portion of the library (hit frequency here may not be typical).

mol,FN deposition inh,SIRT5 block,S100A4 MyoIIA,Statin myotox sup,esBAF inh,Casp6 inh,LGR2 antag
CN(C)/C(=N\O)c1c(Cl)cccc1Cl,-1,-3,6,0,-1,3,x
Cc1noc(C)c1S(=O)(=O)N(C)C[C@@H]1OCCCC[C@@H](C)Oc2ccc(NC(=O)CCCN(C)C)cc2C(=O)N([C@H](C)CO)C[C@H]1C,x,-6,-3,x,4,1,7
Cc1ccccc1Cn1ccc(NC(=O)CCSc2nc(-c3ccco3)cc(C(F)(F)F)n2)n1,x,x,x,-7,-1,x,0
CCCC(=O)Nc1ccc2c(c1)C(=O)N(C)C[C@H](OC)[C@@H](C)CN(C(=O)c1cnccn1)[C@H](C)CO2,1,-7,2,6,1,2,-6
COc1ccc(CN(C)C[C@@H]2Oc3ccc(NC(=O)NC4CCCCC4)cc3C(=O)N([C@H](C)CO)C[C@@H]2C)cc1,x,0,0,5,-2,-4,-3
CCOC(=O)c1sc(=S)n(-c2cccc(OC)c2)c1N,x,1,-5,13,18,3,0
O=C(COC(=O)c1ccc(F)c(S(=O)(=O)N2CCCCC2)c1)NCc1ccc(F)cc1,5,-5,0,1,-2,2,x
O=C(C[C@@H]1CC[C@@H](NC(=O)Nc2cc(F)ccc2F)[C@H](CO)O1)Nc1ccccc1,x,4,3,-5,-1,-2,24

Two of the compounds above, as labelled records.
Cc1noc(C)c1S(=O)(=O)N(C)C[C@@H]1OCCCC[C@@H](C)Oc2ccc(NC(=O)CCCN(C)C)cc2C(=O)N([C@H](C)CO)C[C@H]1C
  FN deposition inh = x | SIRT5 block = -6 | S100A4 MyoIIA = -3 | Statin myotox sup = x | esBAF inh = 4 | Casp6 inh = 1 | LGR2 antag = 7

Cc1ccccc1Cn1ccc(NC(=O)CCSc2nc(-c3ccco3)cc(C(F)(F)F)n2)n1
  FN deposition inh = x | SIRT5 block = x | S100A4 MyoIIA = x | Statin myotox sup = -7 | esBAF inh = -1 | Casp6 inh = x | LGR2 antag = 0

(continued)
mol,FN deposition inh,SIRT5 block,S100A4 MyoIIA,Statin myotox sup,esBAF inh,Casp6 inh,LGR2 antag
CCN(C[C@H]1N[C@@](C)(C(=O)OC)[C@H]2C(=O)N(Cc3ccccc3)C(=O)[C@@H]12)C(=O)c1ccc(C)cc1,4,x,8,2,-4,5,-5
CN1C(=O)c2cc(NC(=O)c3cccc(Cl)c3)ccc2OC[C@@H]2O[C@@H](CC(=O)NC3CCCCC3)CC[C@H]21,9,x,x,10,4,x,0
Cc1c(NC(=O)CN2C(=O)NC3(CCCCC3C)C2=O)cccc1[N+](=O)[O-] (stereo not drawn),-4,7,-2,2,9,-1,10
O=C(CN(c1ccc(Br)cc1)S(=O)(=O)c1ccc(Cl)c([N+](=O)[O-])c1)NCCc1ccccc1,-10,-4,-2,2,-2,0,29
C[C@H]1CN([C@@H](C)CO)C(=O)c2cccc(NS(=O)(=O)c3ccc(Cl)cc3)c2O[C@@H]1CN(C)Cc1ccc(Cl)c(Cl)c1,x,6,-2,12,1,x,18
O=C(CSCc1ccc(Br)cc1)NC1CC1,0,0,8,-1,-1,-4,-9
COc1ccccc1-c1ccc([C@H]2[C@@H](C#N)N[C@@H]2CO)cc1,7,0,-15,-14,17,2,-9
COC(=O)c1cccc(/C=N/NC(N)=S)c1O,-7,2,2,-9,17,1,1
CCC(=O)N1CCc2cc(S(=O)(=O)NCCC(=O)NC3CCCCCC3)ccc21,4,-2,1,1,-4,-1,-5
COC(=O)c1cc(=O)n(Cc2ccco2)c(=Nc2ccc(F)c(Cl)c2)s1,0,2,3,6,0,-2,x
O=C(c1cnccn1)N1CC(=O)N2[C@H](CO)[C@H](c3ccc(C#CC4CC4)cc3)[C@H]2C1,-1,-1,-6,x,x,9,-5
CCOC(=O)c1nn(-c2ccc(Cl)cc2)cc1O,5,1,-8,16,65*,0,-71
COc1ccccc1C(=O)N/C(=C\c1cn(S(=O)(=O)N(C)C)c2ccccc12)C(=O)NCCCN1CCOCC1,-4,1,0,5,-3,-2,0
COCCN(C(=O)CCc1ccc(OC)cc1)c1nnc(-c2ccncc2)s1,x,-2,-10,x,x,-1,11
O=C(C[C@H]1C=C[C@H](NS(=O)(=O)c2ccc(F)cc2)[C@H](CO)O1)N1CCC(Cc2ccccc2)CC1,2,1,22,13,4,-10,5
O=C(C[C@H]1C[C@H]2c3cc(NC(=O)C4CCC4)ccc3O[C@H]2[C@@H](CO)O1)NCc1ccccc1,4,1,2,-2,3,-2,-13
COCCNC(=S)N/N=C1\CC(C)CC(C)(C)C1 (stereo not drawn),0,1,-2,-1,-4,0,16
CCCCCCCCCC(=O)N[C@@H]1c2cc(OC)c(OC)cc2C[C@H]1O,2,1,-2,22,-5,1,-1
CN1C(=O)C(C)(C)c2cc(S(=O)(=O)NCCc3ccc(Cl)cc3)ccc21,9,x,-9,2,4,-3,6
COc1ccc(OC)c(S(=O)(=O)Nc2ccccc2C)c1,x,-11,-1,100*,-9,-2,14
C[C@H](CO)N1C[C@H](C)[C@@H](CN(C)C(=O)Cc2ccccc2)OCc2ccccc2-c2c(n(C)c3ccccc23)C1=O,3,18*,-4,x,-4,2,42
CC(NC(=O)c1ccc(C(C)(C)C)cc1)C(=O)O (stereo not drawn),x,x,x,0,5,x,-5
C[C@H]1CN([C@@H](C)CO)C(=O)c2cccc(NC(=O)CCCCCC(=O)Nc3ccccc3N)c2O[C@@H]1CN(C)Cc1ccc(Cl)c(Cl)c1,-8,-1,8,x,x,3,-3
O=S(=O)(NC(=S)NC1CCCCC1)c1cccs1,2,-6,1,x,x,3,-20

One compound at a time (already shown):
Shown for CCCCCCCCCC(=O)N[C@@H]1c2cc(OC)c(OC)cc2C[C@H]1O = FN deposition inh: 2; SIRT5 block: 1; S100A4 MyoIIA: -2; Statin myotox sup: 22; esBAF inh: -5; Casp6 inh: 1; LGR2 antag: -1
Shown for C[C@H]1CN([C@@H](C)CO)C(=O)c2cccc(NC(=O)CCCCCC(=O)Nc3ccccc3N)c2O[C@@H]1CN(C)Cc1ccc(Cl)c(Cl)c1 = FN deposition inh: -8; SIRT5 block: -1; S100A4 MyoIIA: 8; Statin myotox sup: x; esBAF inh: x; Casp6 inh: 3; LGR2 antag: -3

(more compounds)
mol,FN deposition inh,SIRT5 block,S100A4 MyoIIA,Statin myotox sup,esBAF inh,Casp6 inh,LGR2 antag
CNC[C@H]1Oc2c(NC(=O)c3ccncc3)cccc2C(=O)N([C@H](C)CO)C[C@H]1C,2,1,6,-5,-3,1,-7
COc1ccc(/C=N/NC(=S)SC)cc1OC,9,0,1,x,x,0,-5
CCCC#Cc1ccc2c(c1)O[C@H](CN(C)C(=O)CC)[C@H](C)CN([C@H](C)CO)S2(=O)=O,x,-1,-4,-12,0,-2,17
COc1ccc(C)cc1NC1=C(Cl)C(=O)N(C2CCCCC2)C1=O,-10,x,x,-60,-9,x,x
NCC[C@H]1CC[C@H](NS(=O)(=O)c2ccc(Cl)cc2)[C@@H](CO)O1,-2,4,-5,-7,-2,1,-10
O=C(NN1CCOCC1)c1cn(-c2ccccc2)nc1-c1cccs1,9,-5,28,x,x,1,1
CCCCCCCn1c(C)nnc1-c1cnn(C)c1N,-14,11,-2,x,x,1,-9
CO[C@@H]1CN(C)C(=O)c2ccc(NS(=O)(=O)c3cn(C)cn3)cc2OC[C@@H](C)N(C)C[C@H]1C,-8,-3,-3,-3,-4,3,22
CC(=O)N(C)C[C@H]1Oc2ncc(C#Cc3ccncc3)cc2C(=O)N([C@H](C)CO)C[C@@H]1C,-12,0,5,18,-2,0,-13
CCCCOCCCNC(=O)C[C@@H]1C[C@@]2(C(=O)OC)CCCCC=C2N(CCC2=CCCCC2)C1=O,-14,-1,11,x,x,1,10
Cc1c(C(=O)O)sc2nc(CSc3nnc(-c4ccc(F)cc4)n3C)[nH]c(=O)c12,-1,-3,-6,7,-1,x,1
COc1ccc(OCC(O)CN2CCCC2)cc1 (stereo not drawn),7,-1,5,-3,-8,-1,-8
CC(C)Cn1c(=O)c2ccccc2n2c(SCC(=O)N3c4ccccc4CC3C)nnc12 (stereo not drawn),x,x,x,2,-12,x,4
COCC(C)N1CCC(n2nccc2NC(=O)CCCc2ccccc2)CC1 (stereo not drawn),1,0,-6,0,-5,-6,2
COc1cccc(-c2ccc([C@@H]3[C@@H](CO)N4CCCCN(C(=O)NC(C)C)C[C@H]34)cc2)c1,x,-6,7,x,x,1,-8
CN(C)C(=O)C[C@@H]1C=C[C@@H](NC(=O)NC2CCCCC2)[C@H](CO)O1,x,2,5,-4,-6,0,14
C[C@@H]1CN([C@H](C)CO)C(=O)c2cccc(NC(=O)c3ccncc3)c2O[C@@H]1CN(C)Cc1ccc(Oc2ccccc2)cc1,21,-5,-21,24,0,1,10
Fc1ccccc1CN(CCN1CCOCC1)C(=S)Nc1ccccc1Cl,x,x,4,x,x,5,0
Nc1ccc(C(=O)OCCc2ccccc2)cc1,0,x,-1,-5,-12,-1,28
C[C@H]1CCCCO[C@H](CN(C)C(=O)NC2CCCCC2)[C@@H](C)CN([C@@H](C)CO)C(=O)c2cc(NC(=O)Nc3ccc(C(F)(F)F)cc3)ccc2O1,x,7,-6,x,5,1,-6
Cc1ccc2ccc[n+](Cc3ccccc3)c2c1,-5,0,-5,3,-19,-1,2
COc1cc2c(cc1OC)C1(CCCC1)CNC2c1ccc([N+](=O)[O-])cc1 (stereo not drawn),-4,-1,-1,x,x,0,23
CCCN1C[C@H](C)[C@H](OC)CN(C)C(=O)c2ccc(NC(=O)c3cccc(OC)c3)cc2OC[C@@H]1C,-7,0,-35,-8,3,1,-7
CCNC(=S)N=Nc1c(O)[nH]c2ccc([N+](=O)[O-])cc12,-22,-2,-5,x,x,4,-1
O=C(NC1CCC1)[C@H]1[C@H](CO)[C@H]2Cn3c(ccc(-c4cncnc4)c3=O)[C@@H]1N2CCc1ccccc1,x,-1,-5,-9,3,-2,-14
CN1C(=O)c2cc(NC(=O)C3CCCC3)ccc2OC[C@H]2O[C@@H](CC(=O)NCC(F)(F)F)CC[C@@H]21,-16,1,8,2,-5,0,-8
CCn1c(CNC(=O)c2ccccc2F)nnc1SCc1nc2ccccc2c(=O)[nH]1,8,8,1,x,x,-1,9
O=[N+]([O-])c1ccc(CSC2=NCCS2)cc1,1,-3,14,-3,34,0,-16
CCCCCC(=O)Nc1cc(S(=O)(=O)N2CCCCC2)ccc1N1CCOCC1,6,5,-2,x,x,-1,-2
O=C(N[C@H]1CC[C@H](CCn2cc(-c3ccccc3)nn2)O[C@H]1CO)c1cnccn1,17,1,-2,2,2,0,-1
CCOC(=O)N1CCN(C(=O)c2cc3cc(Br)ccc3oc2=O)CC1,-4,x,11,4,-1,-2,-7
Cc1ccc[n+](-c2nc3ccccc3nc2C(=C=[N-])C#N)c1,1&3,2,-1,x,x,-2,-16
CN(CC(=O)NC1CCCCCC1)S(=O)(=O)c1ccccc1,x,0,-5,3,23,2,-27
Cc1cc(C)n(C(=O)c2ccc(NC(=O)CC(C)C)cc2)n1,3,x,x,-14,11,x,x
COc1ccc(C(=O)NC2CCN(S(=O)(=O)c3ccccc3F)CC2)cc1,-1,x,0,-6,6,0,1
O=C(CN1C(=O)NC2(CCOc3ccccc32)C1=O)NCCc1ccc(F)cc1 (stereo not drawn),-1,-2,-4,9,3,-1,-1
CC(=O)Nc1cccc(C(=O)Nc2ccccc2C(=O)O)c1,4,x,x,-1,-4,x,x
CN(CC(=O)NCc1ccc2c(c1)OCO2)CC(=O)Nc1ccc(F)c(F)c1F,-2,0,4,3,7,7,9
CC(C)(C)NS(=O)(=O)c1ccc(NS(=O)(=O)Cc2ccccc2)cc1,-1,x,x,2,6,x,-27
C[C@H]1CN([C@@H](C)CO)C(=O)c2cc(NS(=O)(=O)c3ccccc3)ccc2O[C@@H]1CN(C)S(=O)(=O)c1ccc(Cl)cc1,x,x,x,4,0,x,17
CCOC(=O)C1=CN(Cc2ccco2)S(=O)(=O)N(CC)C1c1ccc(C(F)(F)F)cc1 (stereo not drawn),-4,2,-9,6,-2,11,3
